# Screening results: PubChem, several laboratories
# Yeast superoxide: lowers age-related superoxide in aged yeast cells. S. cerevisiae aged cells, superoxide DHE fluorescence; active compounds read low. superoxide response (% of plate mean), % at 10 µM. actives 0.18% (n = 330,000);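 active = superoxide response under a set limit, about three screen SD below normal, cut at about 65% in these data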;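 also: yeast aged for seven days with compound at 30 °C before DHE staining; 100% = average MFI of all compound-treated wells on the plate with controls excluded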
# RPL19A TOR yeast: alters RPL19A-GFP fluorescence in TOR pathway yeast screen; S. cerevisiae RPL19A-GFP strain, flow cytometry, 3 h; active compounds read low; actives 0.3% (n = 330,000); percent response vs DMSO, % at 10 µM; AID 2025;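 active = percent response vs DMSO below 50%; inconclusive = fewer than 70 events counted for the yeast strain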;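 also: median channel GFP fluorescence of the barcoded RPL19A-GFP strain; ratio of sample median GFP to plate DMSO average so 100% = DMSO; lower means less RPL19A-GFP as with rapamycin TOR inhibition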
# AGP1-GFP MLPCN: yeast TOR pathway AGP1-GFP modulation; S. cerevisiae AGP1-GFP multiplex flow cytometry, 3 h; GFP as percent of DMSO wells; GFP response vs DMSO, % at 10 µM; actives 0.02% (n = 320,000); AID 2066;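 active = GFP response relative to DMSO above a set limit, near screen average plus 3 SD, cut at about 150% in these data; inconclusive = fewer than 70 cells counted for the yeast strain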;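 also: median GFP channel fluorescence of the gated AGP1 strain per well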
# MEP2-GFP yeast: alters MEP2-GFP fluorescence in TOR pathway yeast screen; actives 0.51% (n = 330,000); S. cerevisiae MEP2-GFP strain, flow cytometry GFP, 3 h; 100% = DMSO control level; GFP response vs DMSO, % at 10 µM; AID 2016;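 active = GFP response versus DMSO above a set limit, roughly screen mean plus 3 SD, cut at about 180% in these data; inconclusive = fewer than 70 cells counted for a yeast strain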;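 also: median GFP fluorescence of the barcode-gated MEP2-GFP cells per well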
# Efflux pump inh: antifungal efflux pump inhibition, Nile Red retention; S. cerevisiae Candida pump triplex; inhibition, % at 10 µM; actives 0.44% (n = 330,000); AID 485275;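 active = plate passing quality check with inhibition over a set limit, or well fluorescence over plate mean plus 4 SD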;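 also: Nile Red retained in pooled yeast measured as flow cytometry median fluorescence; 0% = buffer negative control and 100% = Enniatin B positive control; higher means more Nile Red kept so more efflux inhibition; some compounds called inactive have numbers as strong as hits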
# AHR activator: human AHR activation; activation, % at 5 µM; AHR-responsive luciferase reporter cells, luminescence; actives 2.5% (n = 320,000); AID 2796; P35869; in the data active = activation above about 47%;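 also: 0% = vehicle wells and 100% = reference agonist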
# Target sequence (P35869 whole entry, looked up): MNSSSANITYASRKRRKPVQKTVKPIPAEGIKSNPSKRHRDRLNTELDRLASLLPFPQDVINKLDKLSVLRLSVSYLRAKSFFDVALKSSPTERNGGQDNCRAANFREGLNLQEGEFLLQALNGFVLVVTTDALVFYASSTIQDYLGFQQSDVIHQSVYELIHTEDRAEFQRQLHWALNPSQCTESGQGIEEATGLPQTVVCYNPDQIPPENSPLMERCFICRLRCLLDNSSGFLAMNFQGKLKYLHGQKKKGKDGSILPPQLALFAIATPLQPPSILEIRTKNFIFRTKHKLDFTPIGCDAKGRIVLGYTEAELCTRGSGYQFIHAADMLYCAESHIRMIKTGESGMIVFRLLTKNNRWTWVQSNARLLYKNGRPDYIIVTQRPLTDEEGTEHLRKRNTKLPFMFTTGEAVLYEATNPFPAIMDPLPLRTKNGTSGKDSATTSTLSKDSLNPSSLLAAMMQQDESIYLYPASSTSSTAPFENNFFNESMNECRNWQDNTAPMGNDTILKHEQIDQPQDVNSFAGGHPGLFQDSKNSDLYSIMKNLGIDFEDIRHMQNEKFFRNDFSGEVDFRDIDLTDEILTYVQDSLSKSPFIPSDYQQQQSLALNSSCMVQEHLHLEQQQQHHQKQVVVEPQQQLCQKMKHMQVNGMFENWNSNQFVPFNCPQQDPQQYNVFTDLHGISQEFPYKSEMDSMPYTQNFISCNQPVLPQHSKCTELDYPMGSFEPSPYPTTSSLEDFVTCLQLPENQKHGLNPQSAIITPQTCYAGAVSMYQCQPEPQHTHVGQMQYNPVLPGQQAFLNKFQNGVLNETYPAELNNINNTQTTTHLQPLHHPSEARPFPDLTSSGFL
# LAP4 TOR yeast: yeast TOR pathway LAP4-GFP modulation. S. cerevisiae LAP4-GFP multiplex, flow cytometry GFP, 3 h; median GFP as percent of DMSO wells. GFP response vs DMSO, % at 10 µM. actives 0.34% (n = 320,000);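 active = GFP response vs DMSO above a set limit, about the screen mean plus 3 SD, cut at about 150% in these data; inconclusive = under 70 cell events counted for the yeast strain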
# CIT2 TOR yeast: alters CIT2-GFP fluorescence in TOR pathway yeast screen. S. cerevisiae CIT2-GFP strain, flow cytometry, 3 h; 100 means same as DMSO wells. GFP response vs DMSO, % at 10 µM. actives 0.065% (n = 320,000). AID 2029;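 active = GFP response relative to DMSO above a set limit, near the screen mean plus 3 SD, cut at about 150% in these data; inconclusive = Fewer than 70 cells measured for a yeast strain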;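 also: ratio of well median GFP fluorescence to mean of DMSO wells on the plate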
# Numbers without * were called inactive; i = inactive; ? = inconclusive; nt = no result given; [ ] = dose if it differs, or a comment.
item	SMILES	Yeast superoxide	RPL19A TOR yeast	AGP1-GFP MLPCN	MEP2-GFP yeast	Efflux pump inh	AHR activator	LAP4 TOR yeast	CIT2 TOR yeast
1	Cc1cc2c(=O)n(Cc3ccco3)c(SCC(=O)N3CCCc4ccccc43)nc2s1	95	114	84	90	-0.1	0	79	80
2	O=C(NCc1ccco1)c1cc(-c2ccccc2)nc2ccccc12	84	nt	97	102	-0.2	8	98	92
3	Nc1c(C(=O)O)sc2nc(-c3ccccc3)cc(-c3ccccc3)c12	84	97	102	125	0.1	8	117	118
4	COc1cccc2c1OCC(CN1CCN(Cc3ccccc3)C(CCO)C1)=C2 (stereo not drawn)	90	117	106	113	0.0	3	98	103
5	CC1(C)Cc2c(ccc3ccccc23)C(=O)N1	100	107	106	105	0.0	3	109	101
6	CC12CC3CC(C)(C1)CC(CN1CCOCC1)(C3)C2	105	100	109	97	0.0	-3	106	96
7	Cc1ccccc1C(=O)NNC(=O)C1CCCN(c2ncccn2)C1 (stereo not drawn)	101	100	97	108	-0.1	1	108	108
8	O=C(c1ccccc1)C1CCN(CC(=O)N2CCN(c3ccccc3)CC2)CC1	82	92	98	89	-0.1	2	109	100
9	C[C@H]1CN([C@@H](C)CO)C(=O)Cc2cc(NC(=O)CCC(F)(F)F)ccc2O[C@H]1CN(C)CC1CC1	100	92	92	90	0.0	0	106	92
10	Clc1ccc(Cc2ccccc2)nn1	102	101	101	104	0.0	10	94	nt
11	Cc1c(C=O)c2ccccn2c1C(=O)c1cccc([N+](=O)[O-])c1	113	95	99	91	-0.1	2	103	87
12	Nc1nonc1-c1nc2ccccc2n1Cc1ccc(F)cc1	95	98	93	109	0.2	3	100	104
13	Nc1ncnc(NC2CCS(=O)(=O)C2)c1[N+](=O)[O-] (stereo not drawn)	105	102	102	103	0.3	-1	103	96
14	COc1ccc(-n2c(=O)c3ccccc3n(CC(=O)NC3CCCCC3)c2=O)cc1OC	96	98	106	98	-0.1	0	98	100
15	Cc1cc(C(=O)OCC(=O)N2CC(C)OC(C)C2)ccc1[N+](=O)[O-] (stereo not drawn)	103	92	87	132	0.0	-1	124	94
16	O=C1CCC(C(=O)N2CCOCC2)CN1Cc1cccc(C(F)(F)F)c1 (stereo not drawn)	98	99	105	101	-0.4	1	102	103
17	CCOC(=O)C1CCN(C(=O)c2cccc(N3C(=O)NC4CC3(C)Oc3ccc(C)cc34)c2)CC1 (stereo not drawn)	111	95	98	106	0.1	0	88	98
18	Cc1ccccc1NS(=O)(=O)c1cc(S(C)(=O)=O)ccc1C	108	96	91	98	0.5	1	84	92
19	CCC(C)CCN1C(N(C)C)=NC[C@@H]1Cc1ccccc1 (stereo partly drawn)	105	98	98	98	0.0	1	93	97
20	CC(C)(C)c1ccc(C(=O)N/C(=C\c2cccs2)C(=O)NCc2ccco2)cc1	95	98	102	99	0.1	4	95	95
21	C[C@@H]1COC(=O)[C@H](Cc2ccc(F)cc2)CC/C=C\C[C@@H](CC(=O)NCCO)C(=O)N1	98	97	98	118	-0.3	0	108	107
22	COc1ccc(C2=CC(=O)OC3(CCCCC3)O2)cc1	93	96	96	95	0.0	3	109	100
23	CCOC(=O)C1CCN(C(=O)Cn2nc(C)n3nc(-c4ccc(OC)cc4)cc3c2=O)CC1	103	103	101	108	0.0	3	96	106
24	CC1=C/C(=C/N(C)c2ccccc2)C(=O)S1	96	93	99	94	0.0	6	111	92
25	COc1ccc(Nc2ncnc3ccc(Br)cc23)cc1OC	98	106	105	110	0.0	86*	99	106
26	NNc1nc2cccnc2n(CCNc2ncc(C(F)(F)F)cc2Cl)c1=O	112	99	102	100	-0.1	1	103	104
27	Cc1occc(=O)c1OC(=O)Nc1ccc(Cl)c(Cl)c1	111	94	94	102	0.0	7	104	92
28	Cc1ccc(NC(=S)N2CCN(S(C)(=O)=O)CC2)cc1Cl	101	100	93	86	-8.3	1	86	88
29	COc1ccc(C(=O)COC(=O)c2cc(S(=O)(=O)NCc3ccccc3)ccc2O)cc1	96	102	106	109	0.3	1	103	104
30	CCCn1c(N)c(C(=O)CSc2nc(C)cs2)c(=O)n(C)c1=O	105	93	nt	92	0.0	0	101	92
31	COc1cc(OC)c2c(-c3ccccc3)cc(=O)oc2c1	154	99	93	104	0.2	2	103	98
32	CCn1c(SCC(=O)N(C)CCC#N)nc2cc(S(=O)(=O)N3CCOCC3)ccc21	97	103	108	102	0.1	0	98	97
33	COc1ccc(NC(=O)c2ccc(C(=O)c3cc(OC)ccc3OC)cc2)cc1	125	103	100	103	0.1	-2	104	95
34	COc1ccc(C(=O)OC(C)C(=O)NC2CCCc3ccccc32)cc1OC (stereo not drawn)	87	105	109	101	0.1	-2	106	104
35	Cn1c(SCc2ccccc2[N+](=O)[O-])nnc1-c1cccnc1	106	120	111	110	0.1	13	108	114
36	O=C(NNS(=O)(=O)c1ccccc1C(F)(F)F)c1cc2ncc(C(F)(F)F)cc2s1	i	94	112	89	-0.2	3	113	98
37	CN1CCN(C2CCCCC2NS(=O)(=O)c2ccc(Cl)cc2)CC1 (stereo not drawn)	86	98	99	106	-0.1	1	97	107
38	Cc1cc(C(=O)N(C)C)sc1-c1ccccc1	110	80	?	66	0.0	-5	77	72
39	Cc1ccc(S(=O)(=O)NCCCCCC(=O)Nc2ccccn2)cc1	89	100	106	102	0.0	-1	106	100
40	O=S(=O)(c1cnccc1N1CCN(/N=C/c2ccccc2)CC1)N1CCCCC1	97	91	69	100	-0.1	1	83	93
41	CCOc1ccccc1-n1c(=S)sc2c(=O)n(-c3ccccc3)c(=S)[nH]c21	104	106	103	106	-0.2	0	103	108
42	COc1ccc(-c2cc(=O)oc3cc(OCC(=O)N(C)C4CCS(=O)(=O)C4)ccc23)cc1 (stereo not drawn)	81	97	95	95	-0.1	-1	92	95
43	CCCCNC(=S)NNC(=O)c1cc(-c2cccnc2)nc2ccccc12	79	95[may fluoresce green]	104[may fluoresce green]	96[may fluoresce green]	0.2	54*	105[may fluoresce green]	108[may fluoresce green]
44	Cc1cccc(N2CCN(C(=O)c3cc4cc(F)ccc4[nH]3)CC2)c1C	106	102	101	107	1.7	39	96	97
45	CC(C)Oc1ccc(CSc2ncn[nH]2)cc1	97	95	101	99	-0.1	4	100	98
46	Cc1nc(SCC(=O)NC(=O)NCCC(C)C)c2c(-c3cccs3)csc2n1	95	102	98	101	0.0	0	94	98
47	O=C(Nc1ccnn1C1CCN(Cc2ccccc2OC(F)F)CC1)c1cccc(F)c1	109	93	104	98	0.2	0	108	93
48	C=CCn1c(NC(=O)c2ccco2)nc2ccccc21	90	115	96	97	-0.2	68*	102	96
49	O=S(=O)(c1ccc2ccccc2c1)N(CC(O)CN1CCOCC1)c1ccccc1 (stereo not drawn)	95	97	99	96	0.0	6	97	97
50	O=C(CN1C(=O)CCC1=O)Nc1nc(-c2ccccn2)cs1	93	99	101	105	0.4	0	95	98

# Next part.
item	SMILES	Yeast superoxide	RPL19A TOR yeast	AGP1-GFP MLPCN	MEP2-GFP yeast	Efflux pump inh	AHR activator	LAP4 TOR yeast	CIT2 TOR yeast
51	CSc1n[nH]c2nc3c(c(=O)n12)C1(CCCCC1)Cc1ccccc1-3	103	112	97	103	0.1	4	88	106
52	O=C1C(Cc2ccccc2)Nc2ncnc(N3CCCCC3)c2N1Cc1ccc(Cl)cc1 (stereo not drawn)	100	93	86	103	0.2	-1	105	91
53	CCOc1cccc(N(C(=O)Cc2cccs2)C(C(=O)NC2CCCCC2)c2cccn2C)c1 (stereo not drawn)	91	96	104	100	0.1	0	97	94
54	S=c1[nH]nc(-c2ccco2)n1-c1ccc(Br)cc1	106	104	111	101	0.2	-2	110	101
55	O=C(O)CCSc1ccccn1	105	92	101	99	1.0	6	110	88
56	CCCCCCSc1cc(-c2nc3ccc(Cl)cn3c2NC2CCCCC2)ccc1OC	105	97	76	94	0.2	3	125	68
57	Cc1cc(C)c2nc(N3CCCN(C(=O)c4cnccn4)CC3)c(C#N)cc2c1	107	95	96	99	-0.1	10	104	92
58	COc1ccc2c(c1)c1nc3ccccc3nc1n2Cc1ccc(OC(C)C)c(OC)c1	96	108	106	109	-0.4	4	104	107
59	Cc1ccc(-c2nn(-c3ccccc3)cc2C(=O)NCC2CCCO2)cc1 (stereo not drawn)	103	100	101	106	0.0	12	106	103
60	Cc1cc(C)nc(N2CCCC(C(=O)Nc3cccc(Cl)c3)C2)n1 (stereo not drawn)	97	97	99	99	-0.1	5	110	98
61	O=C(Nc1cccc(-c2nnc(-c3ccco3)o2)c1)C(c1ccccc1)c1ccccc1	97	98	102	91	0.1	-15	97	95
62	CCC(C)[C@H](NC(=O)Nc1ccccc1F)C(=O)OC (stereo partly drawn)	111	96	99	92	-0.1	-2	104	94
63	Cc1ccccc1NC(=O)CSc1nnc2ccc(-c3ccccn3)nn12	95	103	104	104	0.0	2	98	114
64	O=c1ccc2cc(S(=O)(=O)N3CCOCC3)ccc2o1	89	101	110	112	-0.1	1	100	106
65	COCCCN1C(=O)CS/C1=N\S(=O)(=O)c1ccccc1	106	101	107	103	0.1	0	109	114
66	COc1ccc(NS(=O)(=O)c2ccc(C(=O)N3CCN(Cc4ccccc4)CC3)cc2)cc1	121	94	91	93	0.0	14	84	94
67	CCOC(=O)N1CCN(Cc2nc(N)nc(Nc3ccccc3C)n2)CC1	106	115	118	112	-1.0	8	109	109
68	O=C(N1CCN(c2cccc(Cl)c2)CC1)C1(c2cccs2)CCOCC1	98	101	100	99	0.1	9	104	101
69	COC(=O)c1cccc(NC(=O)c2ccco2)c1	99	106	107	128	-0.2	4	125	111
70	CC(NCc1cccn1C)c1ccccc1 (stereo not drawn)	106	103	109	97	0.1	-3	98	103
71	O=C(NCc1nc2ccccc2[nH]1)C1=C[C@@H](c2csc3ccccc23)C[C@@H](OCCCCO)O1	97	102	92	99	0.3	13	149	126
72	CC(C)=C1C(=O)NN(c2ccc(C)c(Cl)c2)C1=O	92	112	108	130	-0.3	-1	99	114
73	CCc1nc2scc(-c3cccs3)c2c(=O)o1	118	100	104	105	-0.1	7	108	103
74	CCOC(=O)Cn1c(=N)n(CCOc2ccc(F)cc2)c2ccccc21	103	96	112	100	0.0	-3	106	100
75	O=C(Nc1ccc(-c2nc3ncccc3o2)cc1)c1ccc(Br)o1	114	96	91	106	0.1	-15	nt	95
76	COC(=O)c1cc(NC2c3ncccc3C(=O)N2Cc2ccccc2)cc(C(=O)OC)c1 (stereo not drawn)	105	108	113	106	0.5	2	105	108
77	COc1ccc(OCC(O)CNC(=O)Nc2ccccc2)cc1 (stereo not drawn)	92	102	104	106	0.0	0	102	105
78	CCN(CCCNC(=O)C1CCN(S(=O)(=O)CC)CC1)c1cccc(C)c1	125	95	96	94	0.0	1	94	93
79	CCC(C)(C)n1nnnc1C(c1cc2cc(OC)c(OC)cc2[nH]c1=O)N1CCc2ccccc21 (stereo not drawn)	108	102	104	101	-0.1	6	105	98
80	COc1ccc(S(=O)(=O)N2CCC(C(=O)Nc3ccccc3C)CC2)c2cccnc12	107	97	102	98	0.1	5	95	99
81	COc1ccc(-c2noc(CSc3nc(N)c(-c4ccccc4)c(=O)[nH]3)n2)cc1	115	99	97	93	-0.1	1	91	nt
82	Cc1ccc2[nH]c3c(N4CCOCC4)ncnc3c2c1	104	98	102	99	0.2	73*	91	85

# The order is random (roughly 3.9% active in at least one column).
